TNF death inh: inhibitors of TNF-alpha triggered necroptosis, primary screen, cell-based, Jurkat FADD-/-, single concentration; Jurkat FADD-/- TNF necroptosis rescue, ATP luminescence, 24 h; 0 = TNF only, 100 = no-TNF cells; activation (protection from cell death), % at 10 µM; 220,000 tested, 0.068% active;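 active = activation, meaning protection from cell death, of at least 50% relative to plate controls; inactive = activation below 50%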;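 note: necroptosis triggered by 40 ng/mL TNF-alpha added together with compound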
PPC-1+TRAIL kill: compounds killing PPC-1 cancer cells with TRAIL present, primary screen, TRAIL potentiator project, ATPLite luminescence, uHTS | PPC-1 cells + TRAIL, ATPLite viability luminescence | cell killing (% activity), % at 4 µM | 220,000 tested, 0.41% active | AID 1443, 2008;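 active = cell killing above 50% in the first pass at 4 µM, then a duplicate retest at 5 µM averaging 50% or more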;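 note: plate controls were cells with TRAIL plus DMSO for no effect and medium-only wells lacking cells for full effect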
TbHK1 inh: Trypanosoma brucei hexokinase 1 inhibitors, primary screen, biochemical, G6PDH-coupled NADH absorbance, MLSCN library; hexokinase 1 [Trypanosoma brucei]; recombinant TbHK1, G6PDH-coupled NADH A340; inhibition, % at 10 µM; 220,000 tested, 0.11% active; AID 1430, 2008;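 active = inhibition of 50% or more in the single-dose primary screen; inactive = inhibition below 50%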
L929 necroptosis: inhibitors of zVAD-triggered necroptosis, primary screen, L929 cells | L929 zVAD necroptosis rescue, ATP luminescence, 24 h; with zVAD 60 µM | viability rescue, % at 10 µM | 220,000 tested, 0.38% active;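 active = activation, scaled between plate controls, above about 75%, limit read from the data; inactive = activation under that limit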;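 note: 0% = zVAD with DMSO and 100% = DMSO alone without zVAD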
CHOP inhibitor: inhibitors of CHOP promoter induction, primary screen, cell-based, unfolded protein response, luciferase reporter; CHO-K1 CHOP-promoter luciferase, tunicamycin-induced, 15-18 h; 220,000 tested, 3.8% active; inhibition, % at 10 µM;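 active = compounds that reduced the stress-induced luciferase reporter signal by more than about 70% of percent inhibition, limit read from the data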;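 note: 0% = tunicamycin plus vehicle and 100% = wells without tunicamycin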
FXIIa inh: human FXIIa protease inhibitors, primary screen, biochemical, 1536-well; Coagulation factor XII (Homo sapiens), P00748; purified FXIIa, Boc-QGR-AMC fluorogenic substrate, 2 h; inhibition, % at 5 µM; 220,000 tested, 0.3% active; AID 800, 2007; in the data active = inhibition above about 40%;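 note: 0% = enzyme with no compound and 100% = blank without enzyme; many of its hits are not listed in these tables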
FXIa inh: human FXIa protease inhibitors, primary screen, biochemical, 1536-well. purified FXIa, Boc-Glu-Ala-Arg-AMC fluorogenic substrate. Coagulation factor XI (Homo sapiens), P03951. 220,000 tested, 0.14% active. inhibition, % at 5 µM;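 active = inhibition of at least 40%; inactive = inhibition below 40%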;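 note: fluorescence of freed AMC excited at 355 nm; 0% = enzyme without compound and 100% = no enzyme blank; many of its hits are not listed in these tables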
Target sequence (P03951 19-387 limits assumed): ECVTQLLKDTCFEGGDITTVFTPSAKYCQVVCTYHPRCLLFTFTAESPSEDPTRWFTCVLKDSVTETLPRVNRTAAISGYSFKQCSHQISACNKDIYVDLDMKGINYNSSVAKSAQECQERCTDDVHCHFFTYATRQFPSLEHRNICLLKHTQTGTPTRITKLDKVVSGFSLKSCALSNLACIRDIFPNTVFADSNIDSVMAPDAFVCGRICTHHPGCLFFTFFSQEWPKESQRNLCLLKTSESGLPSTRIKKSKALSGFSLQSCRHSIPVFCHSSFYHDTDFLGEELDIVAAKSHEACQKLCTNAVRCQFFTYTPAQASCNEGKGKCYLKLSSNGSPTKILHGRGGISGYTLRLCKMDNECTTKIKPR
Target sequence (P03951 388-625 limits assumed): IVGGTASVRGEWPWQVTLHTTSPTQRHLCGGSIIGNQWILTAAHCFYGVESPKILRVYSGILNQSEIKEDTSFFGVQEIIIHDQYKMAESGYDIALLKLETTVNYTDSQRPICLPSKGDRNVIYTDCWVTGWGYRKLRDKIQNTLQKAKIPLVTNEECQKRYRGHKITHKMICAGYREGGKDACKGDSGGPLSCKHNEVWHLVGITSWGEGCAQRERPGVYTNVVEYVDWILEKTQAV
PGE2 EP2 inh: human EP2 receptor antagonists, primary screen, TR-FRET cAMP, C6 glioma cells | Prostaglandin E2 receptor EP2 subtype (Homo sapiens), P43116 | C6 glioma cells expressing human EP2; cells stimulated with saturating PGE2 | inhibition, % at 25 µM | 260,000 tested, 0.52% active | AID 1422, 2008;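 active = percent inhibition above 40 after rounding to a whole number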;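 note: rat C6 glioma host cells with rolipram phosphodiesterase inhibitor present; the protocol text gives 20 µM as final concentration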
Target sequence (P43116 whole entry, looked up): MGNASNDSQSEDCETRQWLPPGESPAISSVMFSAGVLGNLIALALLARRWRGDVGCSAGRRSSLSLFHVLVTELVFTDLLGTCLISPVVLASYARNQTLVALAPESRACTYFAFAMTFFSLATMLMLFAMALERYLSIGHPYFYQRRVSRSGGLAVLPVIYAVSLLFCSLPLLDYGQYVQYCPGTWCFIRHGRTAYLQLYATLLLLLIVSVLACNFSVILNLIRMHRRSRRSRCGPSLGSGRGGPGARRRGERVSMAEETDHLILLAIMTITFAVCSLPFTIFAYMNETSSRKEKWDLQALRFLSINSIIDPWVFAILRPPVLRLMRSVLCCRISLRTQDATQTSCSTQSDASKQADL
Wee1 degr inh: Wee1 degradation inhibitors, primary screen, cell-based, HeLa, Wee1K328M-luciferase, luminescence; AID 1321, 2008; Wee1-like protein kinase (Homo sapiens), P30291; reporter increase, % at 5 µM; 220,000 tested, 1.2% active; HeLa Luc-Wee1K328M stability; 100% = proteasome inhibitor MG132 effect;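 active = activation above the mean of all tested compounds plus 3 SD, set per screening run, cut at about 8.8% in these data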;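 note: cells exposed to compound for 20 h before luminescence read; 0% = DMSO alone and 100% = MG132 at 30 µM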
An asterisk follows results filed as active; . = no result given; & = joins results of further samples. These rows are one share of the data, so the mix of outcomes need not match the whole.

Values run as follows: TNF death inh	PPC-1+TRAIL kill	TbHK1 inh	L929 necroptosis	CHOP inhibitor	FXIIa inh	FXIa inh	PGE2 EP2 inh	Wee1 degr inh
- Cn1c(Cc2cccs2)nnc1SCC(=O)N1CCc2ccccc21
  -0.3	16	3	-0.5	32	-1	2	14	-2
- O=C(NCC(c1ccc(F)cc1)N1CCOCC1)c1ccccc1F (stereo unspecified)
  -0.4	-1	7	0.2	-1	7	-2	12	4
- Cc1ccc(C(=O)Nc2ccc3cn[nH]c3c2)cc1S(=O)(=O)N1CCCCC1
  -2.1	12	-3	0.0	37	2	-5	20	-1
- COc1ccc(/C=C/C(=O)Nc2nc(N)n(-c3ccccc3)n2)cc1
  -1.8	15	-24	32	-17	8	7	4	1
- CCOC(=O)N1CC=C2C(C#N)=C(N)C(C#N)(C#N)[C@H](c3ccc(OC(C)C)c(OCC)c3)[C@H]2C1
  -5.0	-25	0	0.3	9	23	-6	13	-2
- C/C(=N\NC(=O)c1ccc(Br)cc1)c1ccccc1
  -2.5	14	-4	0.1	3	1	-6	13	-4
- Cn1c(=O)n(C)c2cc(/C=N/NC(=O)c3ccc(Cl)cc3)ccc21
  0.9	-1	-49	-0.3	-21	7	-2	10	-2
- c1ccc(-c2csc(N3CCN(c4ccccn4)CC3)n2)cc1
  0.0	-11	1	0.1	-23	-8	-3	7	2
- O/N=C/c1cc(Br)cc(Br)c1OCc1ccccc1
  -2.2	27	-2	1.0	92*	4	-4	24	-2
- Cn1c(N)c(C(=O)COC(=O)C2CC(=O)N(Cc3ccccc3)C2)c(=O)n(C)c1=O (stereo unspecified)
  0.3	16	-2	0.2	21	2	-1	2	-2

Entries of single compounds from above. Order of values: TNF death inh	PPC-1+TRAIL kill	TbHK1 inh	L929 necroptosis	CHOP inhibitor	FXIIa inh	FXIa inh	PGE2 EP2 inh	Wee1 degr inh
C/C(=N\NC(=O)c1ccc(Br)cc1)c1ccccc1 is listed as -2.5	14	-4	0.1	3	1	-6	13	-4
COc1ccc(/C=C/C(=O)Nc2nc(N)n(-c3ccccc3)n2)cc1 is listed as -1.8	15	-24	32	-17	8	7	4	1
Cc1ccc(C(=O)Nc2ccc3cn[nH]c3c2)cc1S(=O)(=O)N1CCCCC1 is listed as -2.1	12	-3	0.0	37	2	-5	20	-1
c1ccc(-c2csc(N3CCN(c4ccccn4)CC3)n2)cc1 is listed as 0.0	-11	1	0.1	-23	-8	-3	7	2

Later entries.
Values run as follows: TNF death inh	PPC-1+TRAIL kill	TbHK1 inh	L929 necroptosis	CHOP inhibitor	FXIIa inh	FXIa inh	PGE2 EP2 inh	Wee1 degr inh
- CC(C)CN(CC(C)C)S(=O)(=O)N1CCC(C(=O)NCc2cccs2)CC1
  1.4	-8	31	0.2	32	11	-2	9	0
- CC(C)NC(=O)c1onc(CSc2cccc3ccccc23)c1C(=O)O
  -0.8	-9	7	0.0	35	-3	-11	18	-1
- COC(=O)c1cc(CSc2nnc(-c3ccccc3)c(-c3ccccc3)n2)oc1C
  -3.5	9	-1	-0.4	65	-2	-13	17	2
- Cc1ccc(C(=O)/C=C/Nc2ccc(S(=O)(=O)Nc3onc(C)c3C)cc2)cc1
  1.5	22	-13	2.1	19	10	4	18	0
- COc1cc(/C=N/NC(=O)CNc2n[nH]c(=O)[nH]c2=O)ccc1O
  1.4	5	-25	0.7	25	5	4	3	-1
- CCOc1ncccc1C(=O)OCc1ccc(C#N)cc1
  1.5	16	1	-1.2	-3	13	-1	10	1
- O=C1OCCC1Sc1nnc(-c2ccccc2)o1 (stereo unspecified)
  -2.5	-22	9	-0.4	-15	28	22	15	-3
- COc1cc(CNC2CCCc3ccccc32)cc(OC)c1OC (stereo unspecified)
  3.2	-4	3	-0.8	25	4	9	8	-2
- N#CC1CN(Cc2ccccc2)CN(Cc2ccccc2)C1
  -2.5	28	-11	-0.6	4	6	-9	12	-3
- O=C1CCCN1CCCNc1ncnc2sccc12
  0.0	3	0	0.8	21	12	0	6	2

Continued:
Values run as follows: TNF death inh	PPC-1+TRAIL kill	TbHK1 inh	L929 necroptosis	CHOP inhibitor	FXIIa inh	FXIa inh	PGE2 EP2 inh	Wee1 degr inh
- CC(=O)Nc1ccc(NC(=O)c2c(C)nn(-c3ccccc3)c2Cl)cc1C
  -0.7	10	-2	3.7	-7	5	-2	4	4
- CCC(Sc1nc2ccccc2c2nc3ccccc3n12)C(=O)NCc1ccco1 (stereo unspecified)
  4.0	8	-14	-1.3	-15	13	0	.	0
- COCCC(=O)Nc1ccc2c(c1)CN(C(=O)CCOC)CC2
  0.5	8	-3	3.1	2	9	0	10	2
- CN(C)/C=N/c1ncnc2c1cnn2-c1ccc(C(F)(F)F)cn1
  -0.4	-2	5	0.3	28	8	3	12	0
- Cc1ccc(NC(=S)N2CCN(C)CC2)c(C)c1
  1.7	9	-5	-0.5	-4	14	9	0	0
- COc1ccc2cnn(-c3ccc(OC(F)(F)F)cc3)c(=O)c2c1OC
  1.7	7	-16	1.6	-14	6	2	7	-2
- Cc1cc(Br)cc(C)c1NC(=O)c1ccccc1[N+](=O)[O-]
  0.6	-9	-7	0.0	6	6	3	5	-2
- CN1CCN(c2ccc(NC(=O)COc3ccccc3Cl)cc2)CC1
  -2.4	27	-8	12	13	6	-9	19	0
- Cc1ccc2c(CC(=O)OCn3nnc4ccccc4c3=O)coc2c1
  1.0	-29	6	2.4	20	4	1	10	2
- O=C(c1cccc(Br)c1)c1cn(-c2ccccc2)nc1C(=O)c1ccccc1
  -1.8	26	13	-0.5	-38	19	7	.	0

An excerpt of these results, as comma-separated lines.
mol,TNF death inh,PPC-1+TRAIL kill,TbHK1 inh,L929 necroptosis,CHOP inhibitor,FXIIa inh,FXIa inh,PGE2 EP2 inh,Wee1 degr inh
CN1CCN(c2ccc(NC(=O)COc3ccccc3Cl)cc2)CC1,-2.4,27,-8,12,13,6,-9,19,0
O=C1CCCN1CCCNc1ncnc2sccc12,0.0,3,0,0.8,21,12,0,6,2
CC(C)CN(CC(C)C)S(=O)(=O)N1CCC(C(=O)NCc2cccs2)CC1,1.4,-8,31,0.2,32,11,-2,9,0

The results go on:
Values run as follows: TNF death inh	PPC-1+TRAIL kill	TbHK1 inh	L929 necroptosis	CHOP inhibitor	FXIIa inh	FXIa inh	PGE2 EP2 inh	Wee1 degr inh
- O=[N+]([O-])c1cccnc1-n1cnc2ccccc21
  0.5	34	-2	0.9	-7	6	0	6	0
- COc1ccc(CC(=O)Nc2ccc3c(C)cc(=O)oc3c2)cc1OC
  1.7	14	39	0.6	36	0	-6	13	1
- COc1ccc(NC2=CC(c3ccccc3)N(c3ccc(OC)cc3)C2=O)cc1 (stereo unspecified)
  1.6	6	-31	-0.1	29	-1	-1	20	-1
- O=c1c2ccccc2nc2n1C(CSCc1ccc(Cl)cc1Cl)CS2 (stereo unspecified)
  -3.2	0	5	-0.9	31	33	15	18	3
- O=C(Nc1ccccc1)OCc1ccccn1
  1.2	21	-4	-0.1	0	13	4	16	1
- O=C(O)Cc1coc2ccc3ccccc3c12
  1.0	11	-3	1.3	-47	8	1	11	2
- COc1ccc(C(=O)OCC(=O)N2C(C)CCCC2C)cc1[N+](=O)[O-] (stereo unspecified)
  0.2	11	-6	1.5	9	6	-1	3	-1
- Cc1cc(NC(=O)C2C3C(=O)N(CC4CCCO4)C(C(=O)NC(C)(C)C)C34C=CC2(C)O4)no1 (stereo unspecified)
  -1.9	-11	-5	35	15	7	1	10&1	-1
- O=C(NCc1ccccc1)C1CCN(S(=O)(=O)N2CCCCCC2)CC1
  -1.0	5	-3	0.5	22	10	3	9	9.5*
- Cn1nc(C(F)(F)F)c2cc(NC(=O)OCc3ccc(F)cc3)sc21
  2.3	10	2	0.3	50	3	-6	36	2

Carrying on:
Values run as follows: TNF death inh	PPC-1+TRAIL kill	TbHK1 inh	L929 necroptosis	CHOP inhibitor	FXIIa inh	FXIa inh	PGE2 EP2 inh	Wee1 degr inh
- CCOC(=O)Cn1c(-c2ccccn2)nc2ccccc21
  0.5	15	-10	0.6	-15	7	-3	4	-2
- c1ccc(-c2nc(N3CCCCC3)nc3ccccc23)cc1
  -1.9	28	-4	0.4	17	26	23	10	-1
- N#CC1=C(S)N(c2ccccc2)C(c2ccc(-c3ccc(Cl)c(Cl)c3)o2)NC1=O (stereo unspecified)
  -3.9	10	-13	0.3	45	1	-3	14	0
- COc1ccc(-n2c(-c3ccccc3)c[n+]3c2CCC3)cc1
  -8.1	9	0	0.0	-13	7	1	7	-2
- CCOC(=O)C1C(=O)CC(C)(O)C(C(=O)OCC)C1c1ccccc1OC (stereo unspecified)
  -1.3	-18	-7	-0.2	27	18	-7	8	-3
- COc1ccc(OC)c2sc(NNC(=O)C3COc4ccccc4O3)nc12 (stereo unspecified)
  -0.4	25	13	1.1	3	6	2	5	-1
- CN(C)c1nc(N(C)C)nc(N(C#N)CN2C(=O)c3ccccc3S2(=O)=O)n1
  -4.7	14	2	1.1	-12	2	-5	9	4
- C=CCn1c(SCC(=O)NCCOC)nc2scc(-c3ccco3)c2c1=O
  -0.2	5	-2	-0.2	33	23	-5	.	0
- CCc1cc(=O)oc2cc(C)cc(OCc3nn[nH]n3)c12
  -1.6	0	-5	-0.3	-6	7	-3	11	-1
- O=C1CSc2ccc(C(=O)O)cc2N1
  -0.4	-1	-3	1.3	7	7	0	5	-1

Following part:
Values run as follows: TNF death inh	PPC-1+TRAIL kill	TbHK1 inh	L929 necroptosis	CHOP inhibitor	FXIIa inh	FXIa inh	PGE2 EP2 inh	Wee1 degr inh
- CC(=O)c1ccc(N2CCN(C(=S)Nc3cccc(F)c3)CC2)cc1
  -3.6	9	-10	-0.3	0	14	-7	24	1
- Cc1cc(C)nc(/N=C(\N)Nc2ccc(S(=O)(=O)Nc3nc(C)cc(C)n3)cc2)n1
  -0.6	1	7	-0.1	5	15	6	1	5
- Cc1nc2sc3c(c2c(=O)[nH]1)CCC3
  3.3	33	-4	3.0	15	-2	-16	4	6
- CS(=O)(=O)Nc1ccccc1C(=O)NCCSCc1ccccc1
  0.9	-22	-7	0.4	16	6	-1	10	3
- CCNS(=O)(=O)c1ccc(NS(C)(=O)=O)cc1
  -0.9	-3	1	0.4	-21	19	2	6	0
- COc1cc(COCC(O)CN2CCN(Cc3ccc4c(c3)OCO4)CC2)cc(OC)c1OC (stereo unspecified)
  0.5	29	5	-1.0	17	5	-3	7	5
- Cc1ccc(C)c(OCC(=O)Nc2ccc(S(=O)(=O)Nc3ccccn3)cc2)c1
  1.4	12	-2	0.8	16	22	19	7	-2
- Cc1ccc(C)c(NNC(N)=S)c1
  0.4	2	0	0.8	2	10	-3	5	-2

Bioassay records as filed in PubChem.
